Source: PubChem BioAssay
MITF TRPM1 inh = reduces MITF-dependent TRPM1 promoter luciferase signal; SK-MEL-5 TRPM1 promoter luciferase, 24 h; 330,000 tested, 0.83% active; AID 488899; inhibition, % at 12.5 µM;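 active means mean inhibition across replicates of 60% or more, whatever share of single replicates reaches that level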; further: values of inactives mirror those of a sister screen read the other way
Peg3 promoter = reduces Peg3 promoter-driven luciferase expression in HeLa. HeLa PEG-Prom luciferase reporter, luminescence, overnight. inhibition, % at 20 µM. AID 588405. 360,000 tested, 1.7% active;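 active means inhibition of at least 50% at 20 µM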
HIF-2a block = blocks HIF-2a reporter activity. 786-0 RCC cells HIF-2a reporter, luciferase luminescence, overnight. inhibition, % at 18.8 µM. 360,000 tested, 0.72% active. AID 624352;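 active means inhibition of the luminescence signal of 40% or more relative to plate controls, in a single-dose primary screen at 18.75 µM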
hiPSC survival = enhancers of human iPSC single-cell survival; AID 602274; survival enhancement, % at 20 µM; hiPSC single-cell survival, ATPlite luminescence; 100% = ROCK inhibitor wells, 0% = DMSO; 360,000 tested, 0.044% active; in the data active means survival enhancement above about 18%;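 further: cells exposed to compounds for 16 hours before the ATP read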
KKLEB tox = reduces viability of KKLEB cystic fibrosis airway cells | 360,000 tested, 0.36% active | KKLEB CF airway cells viability, ATPlite luminescence, overnight; stronger effect = lower value; cells stimulated with P. aeruginosa culture filtrate | activity change (cytotoxicity), % at 5 µM | AID 602141;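 active means corrected activity change at or below -50% at 5 µM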
C8 TRAIL sens = sensitizes caspase-8 expressing cells to TRAIL; 360,000 tested, 1% active; inhibition (viability loss, TRAIL sensitization), % at 10 µM; AID 624354; NB7+C8 cells + TRAIL, ATPlite viability luminescence;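 active means compounds causing at least 50% loss of cell viability in the single-dose screen, relative to plate controls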
NR2E3 ag-1 = agonists of human NR2E3 nuclear receptor; Q9Y5X4; CHO-S Gal4-NCOR/VP16-NR2E3 two-hybrid, luciferase; inhibition of corepressor binding, % at 3.98 µM; 360,000 tested, 0.35% active; AID 602229;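 active means inhibition above the mean of all tested compounds plus 3 SD, cut at about 70% in these data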;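 further: 0% = DMSO with NR2E3 transfected cells and 100% = cells lacking NR2E3 construct; higher means lower luciferase signal from less NR2E3 corepressor binding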
Target sequence (Q9Y5X4 whole entry, looked up, the tested form may be a part): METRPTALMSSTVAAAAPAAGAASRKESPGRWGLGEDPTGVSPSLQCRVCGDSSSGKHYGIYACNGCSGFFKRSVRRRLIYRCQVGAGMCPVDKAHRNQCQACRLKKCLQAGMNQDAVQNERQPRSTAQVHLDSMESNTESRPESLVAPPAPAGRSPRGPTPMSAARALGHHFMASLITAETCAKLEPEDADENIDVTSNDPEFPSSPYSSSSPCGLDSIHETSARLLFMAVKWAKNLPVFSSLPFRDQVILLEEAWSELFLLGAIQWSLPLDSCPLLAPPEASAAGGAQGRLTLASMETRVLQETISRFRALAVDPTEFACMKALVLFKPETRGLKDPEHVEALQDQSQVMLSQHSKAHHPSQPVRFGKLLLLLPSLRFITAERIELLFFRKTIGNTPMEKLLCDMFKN
LMP1 NFkB inh = reduces LMP1-driven NF-kappaB luciferase signal. LMP1-induced NF-kappaB luciferase reporter cells, luminescence. inhibition, % at 12.5 µM. 350,000 tested, 0.69% active; in the data active means inhibition above about 41%;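 further: 0% = neutral control wells and 100% = reference inhibitor control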
Shn3 inh set2 = reduces Shn3 3'UTR luciferase signal in osteoblasts. Clone20 osteoblast Shn3 3'UTR firefly luciferase, 24 h. inhibition, % at 12.5 µM. 360,000 tested, 0.52% active. AID 588674;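 active means mean inhibition of at least 75% with every replicate also reaching 75%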;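 further: 0% = median of neutral control wells and 100% = pilot-screen positive control compound; some compounds past the cut are filed as inactive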
CF NFkB inh = blocks PAF-induced NF-kB reporter in cystic fibrosis cells; KKLEB NF-kB-GFP reporter, GFP fluorescence overnight; inhibition, % at 5 µM; 360,000 tested, 0.86% active; AID 588850;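 active means at least 50% inhibition at 5 µM, scaled per plate between neutral and stimulator controls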;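 further: PAF is a Pseudomonas aeruginosa culture filtrate used as stimulus; plate controls were PAF-stimulated DMSO wells for no effect and unstimulated DMSO wells for full effect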
NR2E3 ag-2 = agonists of human nuclear receptor NR2E3; AID 2300; 320,000 tested, 0.12% active; GST-NR2E3/biotin-RetCOR TR-FRET, 1536-well; inhibition of corepressor binding, % at 4.78 µM; Q9Y5X4;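 active means percent inhibition above the cutoff of mean plus 3 SD of all tested compounds, set per screening campaign, cut at about 20% in these data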;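 further: 0% = DMSO wells and 100% = biotin wells as full block of FRET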
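Material: NR2E3–RetCOR corepressor complex | Quantity: 1.35 nM GST-tagged NR2E3 final | Schedule: 5 h at 4 °C | Replication: Singlicate compound wells | Reagent: RetCOR corepressor, biotinylated, 7 nM | Controls: Biotin wells as high control, 0.6% DMSO wells as low control | Signal: TR-FRET, Eu(K)-anti-GST donor, streptavidin-D2 acceptor, ex 340, em 617/671 nm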
An asterisk follows results filed as active; x = not tested or not shown.

SMILES	MITF TRPM1 inh	Peg3 promoter	HIF-2a block	hiPSC survival	KKLEB tox	C8 TRAIL sens	NR2E3 ag-1	LMP1 NFkB inh	Shn3 inh set2	CF NFkB inh	NR2E3 ag-2
Cc1ccc(C2(SCC(N)C(=O)O)c3ccccc3-c3ccccc32)cc1 (configuration not stated)	-2	18	11	-1.9	3	23	2	-2	-20	2	x
CCc1ccc(Nc2nnc(SCC(=O)Nc3cccnc3Cl)s2)cc1	7	-93	-146	3.2	4	12	-8	3	-9	-22	1
O=C(O)C/C(=C\c1ccc2c(c1)OCO2)c1nc2ccccc2s1	-21	-15	-39	-0.2	3	2	-77	-5	1	6	-5
CCC1(c2ccccc2)NC(=O)N(CC(=O)N(CC(=O)Nc2ccccc2C(F)(F)F)Cc2ccco2)C1=O (configuration not stated)	10	-8	2	0.6	8	-16	20	2	8	-14	2
CC(=O)N1CCc2cc(Br)cc(S(=O)(=O)NCCCN(C)Cc3ccccc3)c21	-6	-12	15	-0.7	-5	-17	-6	-10	4	7	3
CC(=O)Nc1cccc(C(=O)NCCc2ccco2)c1	-58	-97	-136	-0.2	-1	-9	-65	-16	-39	-2	2
CCOc1ccc(N(CC(=O)NC2CCCCCC2)S(=O)(=O)c2c(C)noc2C)cc1	-3	4	-3	0.6	-11	-15	-35	-3	5	24	2
CN(C)Cc1c(-c2ccc(Cl)cc2)nc2ccc(Cl)cn12	0	-22	-8	1.8	-6	1	-23	3	0	16	-3
COc1ccc2oc(C)c(C(=O)c3ccc(C)cc3)c2c1	-62	-100	-142	2.0	14	-2	-53	-6	-8	4	x
COCCn1c(C)cc(C(=O)CN2c3cccc4cccc(c34)S2(=O)=O)c1C	-8	-94	-50	-1.9	-12	14	-14	-9	-3	18	x
CCN(CC)S(=O)(=O)c1cc(NC(=O)CN2C(=O)NC(C)(c3ccccc3)C2=O)ccc1C (configuration not stated)	4	18	11	-0.3	0	-5	-14	2	4	4	0
CCOc1ccc(N/C(=N/c2nc(C)cc(C)n2)NC(C)=O)cc1	-8	16	10	0.7	0	-15	5	12	13	7	-2
CCN(C[C@H]1N[C@@](CC)(C(=O)OC)[C@H]2C(=O)N(C)C(=O)[C@@H]12)C(=O)Nc1ccccc1	-3	4	-1	-0.3	0	1	-23	-3	-7	16	x
Cc1csc(SCC(=O)Nc2sccc2C(N)=O)n1	-58	-181	-238	-0.5	3	22	-73	3	-48	10	-2
COc1cccc(CN2CCN(C(=O)c3cc(-c4ccncc4)nc4ccc(C)cc34)CC2)c1	7	47	3	-0.3	-4	-14	14	2	20	-3	4
CCc1ccccc1N1C(=O)c2ccccc2S1(=O)=O	-2	2	15	-1.5	2	-16	9	-9	-17	-45	0
O=C(CSc1nc2ccccc2c(=O)[nH]1)Nc1ccccc1O	-6	-7	-28	-0.1	-4	-12	-2	0	-4	-11	-3
CCOCCCN(C)C1CCN(C(=O)c2oc3ccccc3c2NC(=O)c2cccc([N+](=O)[O-])c2)CC1	-12	-19	-14	-0.2	2	9	13	-7	5	13	-1
COCC(=O)NC1CCCCCC1	5	8	16	-0.5	-4	15	-11	1	-7	-4	-1
COc1cc(S(=O)(=O)NC2CC(C)(C)NC(C)(C)C2)c(OC)cc1Cl	2	-25	10	-0.6	-5	1	-30	1	22	15	-2
COC(=O)C(CCSC)NC(=O)c1cccc([N+](=O)[O-])c1 (configuration not stated)	15	16	13	-1.8	2	-5	-1	-18	4	3	0
CNC(=O)c1ccccc1Nc1ccc(SC(F)F)cc1	-27	-80	-141	-0.4	-5	5	-49	-16	-25	4	1
COc1ccc(CNC(=O)CN(Cc2ccccc2F)C(=O)c2csnn2)cc1	-5	9	7	0.9	2	-6	-8	-4	6	-15	2
CCc1ccc(C(=O)/C=C/c2ccc([N+](=O)[O-])o2)cc1	2	-21	-15	0.1	10	2	-12	-12	-2	-18	3
COc1ccccc1-n1c(SCC(=O)N2CCCC2)nnc1-c1ccccc1	13	13	3	0.4	-9	-2	-1	-2	13	9	2
CC(OC(=O)CN1C(=O)NC2(CCCC2)C1=O)C(=O)c1ccccc1 (configuration not stated)	5	-12	-3	-0.4	14	-13	-1	1	6	-16	-2
CC(C)[C@H](NC(=O)NC1CCCC1)C(=O)O	-5	7	10	11	12	-3	-1	-5	10	-8	0
CCOc1cc(C(=O)N2CCN(c3ccc(C(C)=O)cc3)CC2)cc(OCC)c1OCC	5	14	8	-0.5	7	30	14	2	8	-16	5
CCOC(=O)N1CCN(C(=O)COc2cccc3c2CCN(CC)C3=O)CC1	-1	-6	20	-0.1	0	-2	8	-5	-3	-8	0
COc1ccc(C(C)=O)cc1Cn1c(=O)cc(C)[nH]c1=O	-2	-8	12	2.7	6	-7	-28	-1	14	-8	3
COc1cccc(/C=N/n2cncn2)c1OCC#N	-2	12	16	0.8	5	-8	3	-1	-17	1	-2
C[C@@H]1CN([C@@H](C)CO)C(=O)c2cc(Br)cnc2O[C@H]1CN(C)C(=O)CCN1CCCCC1	x	-13	4	2.9	15	-9	-24	2	-4	-32	x
COCCOc1ccc(C(F)(F)F)cc1Nc1nc2ccccc2o1	-68	-60	-66	1.0	-5	2	-83	-10	-56	-3	1
CC(Oc1ccccc1)C(=O)N/N=C/c1ccccn1 (configuration not stated)	6	-2	10	-0.2	-8	-2	-17	-2	4	-1	5
O=C(NCc1nc(-c2ccc(Cl)cc2)no1)c1ccc2c(c1)OCO2	2	5	18	0.1	-1	0	2	10	0	-5	4
COc1cccc(CN(C)C(=O)c2ccc(NC(=O)CC3SC(N4CCCC4)=NC3=O)cc2)c1OC (configuration not stated)	13	-6	0	-0.1	-12	-9	33	-3	-5	20	-2
CCCCn1c(N)c(N(Cc2ccccc2OC)C(=O)COc2ccccc2C#N)c(=O)[nH]c1=O	-12	8	10	-0.4	-5	-7	-30	3	2	-2	2
O=C(CS(=O)(=O)c1ccc(F)cc1)N1CCN(c2ccccc2)CC1	-18	-63	-76	-0.3	11	5	-10	-7	-20	-15	0
COc1cccc(NC(=O)c2cccnn2)c1	-13	-59	-31	-0.2	-1	-4	-18	0	-15	0	1
O=C(COc1ccccc1[N+](=O)[O-])N(Cc1cccc(Br)c1)C1CCS(=O)(=O)C1 (configuration not stated)	10	24	16	0.3	-4	4	-2	-7	-23	-5	2
COc1ccccc1CC(=O)N(Cc1ccccc1)c1ccc(C)cc1	-24	-22	-4	0.1	-10	2	-40	-31	7	-14	3
CC(C)Oc1ccc(C(=O)Nc2ccccc2N2CCCC2)cc1	0	-37	-51	2.2	-8	6	-25	-5	-2	8	1
CCC(CC)C(=O)Nc1ccc([N+](=O)[O-])cn1	-4	-10	9	4.4	-1	5	10	0	-21	-18	-2
Cc1[nH]c(=O)[nH]c(=O)c1S(=O)(=O)N1CCC(C(=O)N2CCN(c3cccc(C(F)(F)F)c3)CC2)CC1	-13	15	5	0.1	5	-7	17	-3	-3	6	6
Cn1c(SCC(=O)NNC(=O)Cc2ccccc2)nnc1-c1ccccc1	-4	0	17	-1.2	-7	-7	0	-36	-4	-1	0
Cc1ccc(CC2CC(=O)N(c3nc4ccccc4s3)C2=O)cc1 (configuration not stated)	-4	16	9	-0.3	-3	-2	10	1	-7	5	3
Cc1cc(C)cc(NC(=O)CC2Oc3ccc(C)cc3NC2=O)c1 (configuration not stated)	-3	11	16	-0.2	0	-19	-10	0	-14	-4	-1
CSc1ccccc1NS(=O)(=O)c1ccc2c(c1)OCCO2	8	12	13	0.0	-12	8	-1	-1	-1	-6	0
Cc1ccc(/C=N/NC(=O)c2nnn(-c3nonc3N)c2C)o1	6	5	-11	-0.4	11	-11	-13	-4	3	-38	x
Cc1cccc(NC(=O)CS(=O)(=O)Cc2ccccc2)n1	-8	8	-15	-0.3	-7	7	-9	1	-3	-10	-1
O=C(CNC(=O)C1COc2ccccc2O1)N/N=C\c1ccccc1Cl (configuration not stated)	-1	10	-2	-0.4	-5	-2	-25	-3	2	-14	-1
COc1ccc(-c2noc(CN(C(=O)c3ccc4c(c3)OCO4)C(C)C)n2)cc1	3	2	5	-0.6	-1	18	-5	6	-2	-2	-7
CC(C)(CO)NCc1c(OCc2ccc(Cl)cc2)ccc2ccccc12	-10	54*	-54	-0.7	-1	3	1	10	17	11	8
COC(=O)C/C(N)=C(\C#N)C(=O)OC	-4	9	15	1.0	10	-5	-4	-12	1	-6	2
CS(=O)(=O)c1ccc(Nc2nc(C(N)CCc3ccccc3)cs2)cc1 (configuration not stated)	x	8	3	1.6	6	10	5	x	20	2	x
O=C(COc1ccccc1Cl)NNC(=O)c1cc(S(=O)(=O)N2CCOCC2)ccc1N1CCCC1	12	6	9	-0.1	-4	-18	-28	-7	8	1	1
O=C(NCCCO)c1ccc2[nH]c3ccccc3c2c1	-19	-73	-45	6.6	2	7	-3	-10	-31	-9	2
COc1cc(C(=O)NCCOc2ccccc2C)cc(OC)c1OC	7	16	10	0.1	-3	-17	-10	-1	-4	2	-1
C/C(=N\Nc1nncc2ccccc12)c1ccc(Cl)c([N+](=O)[O-])c1	-43	-55	-27	2.5	4	-22	-67	-18	-47	16	1
O=S(=O)(c1cccc(NC(=S)N2CCN(c3ccccc3)CC2)c1)C(F)F	19	-3	-14	-1.3	0	-2	16	4	11	23	1

A section of the results above, for reference:
SMILES	MITF TRPM1 inh	Peg3 promoter	HIF-2a block	hiPSC survival	KKLEB tox	C8 TRAIL sens	NR2E3 ag-1	LMP1 NFkB inh	Shn3 inh set2	CF NFkB inh	NR2E3 ag-2
COc1ccccc1CC(=O)N(Cc1ccccc1)c1ccc(C)cc1	-24	-22	-4	0.1	-10	2	-40	-31	7	-14	3
CC(C)Oc1ccc(C(=O)Nc2ccccc2N2CCCC2)cc1	0	-37	-51	2.2	-8	6	-25	-5	-2	8	1

Continuation:
SMILES	MITF TRPM1 inh	Peg3 promoter	HIF-2a block	hiPSC survival	KKLEB tox	C8 TRAIL sens	NR2E3 ag-1	LMP1 NFkB inh	Shn3 inh set2	CF NFkB inh	NR2E3 ag-2
Cc1ccc(-n2sc3cc(F)ccc3c2=O)c(C)c1	x	28	-32	-2.4	6	6	54	6	16	27	x
Nc1cc(N)nc(SCC(=O)NCCC2=CCCCC2)n1	-4	0	3	0.4	-23	-21	-16	10	10	35	2
Cc1cc(NC(=O)COC(=O)c2cc3c(s2)CCC(C)C3)no1 (configuration not stated)	-4	4	19	-1.5	6	-5	-2	0	-13	2	2
COc1ccc(S(=O)(=O)NNC(=O)c2ccc([N+](=O)[O-])cc2)cc1	1	-4	-3	0.3	-10	-16	15	-2	-4	-1	1
O=C(c1ccc(C(F)(F)F)cc1)C1CCCN(C(=O)CCN2CCCO2)C1 (configuration not stated)	-10	7	3	-0.3	-1	3	-9	1	-8	6	-1
COc1ccc(CNc2ncccc2[N+](=O)[O-])cc1	-36	-161	-267	0.2	2	21	-40	-19	-18	-1	-2

Some of the compounds tested (hit frequency here may not be typical).
